Tau fluor cs = counter-screen for tau fibril formation inhibitors. 280,000 compounds, 0.93% hits. Potency, µM (titrated, usually from 57.7 µM), for inactives: top-dose activity change, negative = decrease. tau K18 P301L Alexa594 fluorescence, heparin fibrillization; also: % is scaled to controls: 0 for no effect and ±100 for the full control effect; nearly all actives have a fitted effect of over 55% in size
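Human tau K18 P301L (15 uM unlabeled, 0.24 uM Alexa 594-labeled) in 100 mM sodium acetate pH 7 with 20 uM heparin, 6 hr at 37 C. ThT 30 uM added, 1 hr ambient; Alexa 594 FP and total fluorescence read at 555/632 nm.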
Epigenetic reg = regulators of epigenetic silencing causing reporter derepression in mouse cells. murine LDR cells, GFP reporter derepression, 30 h. Potency, µM (series often up to 53.9 µM), inactives show top-dose GFP activation, usual class: activators. 280,000 compounds, 0.2% hits. AID 1865; also: % of control where 0% means no effect; nearly all actives have a fitted effect of over 60% in size
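Murine LDR cells carrying a silenced, genomically integrated CMV-driven GFP reporter were exposed to compound for 30 hours at 37 C. After PBS washes, GFP-positive cells (20–120 um objects) were counted by laser-scanning microplate cytometry.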
ALDH1A1 block = blocks purified human ALDH1A1 activity | P00352 | 220,000 compounds, 7.3% hits | Potency, µM (titrated, usually from 75.3 µM), without a hit: top-dose activity, negative = inhibition, hits mostly inhibitors | Purified ALDH1A1, NADH fluorescence, propionaldehyde substrate; active = well fitted inhibition curve with a large enough effect, not every such curve was filed as active; inconclusive = small, poorly fitted or top-dose-only effect, or another doubt; inactive = no such curve, though single readings can be large or run the other way;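 also: plate controls were no enzyme wells and a reference inhibitor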
Target sequence (P00352 whole entry, looked up): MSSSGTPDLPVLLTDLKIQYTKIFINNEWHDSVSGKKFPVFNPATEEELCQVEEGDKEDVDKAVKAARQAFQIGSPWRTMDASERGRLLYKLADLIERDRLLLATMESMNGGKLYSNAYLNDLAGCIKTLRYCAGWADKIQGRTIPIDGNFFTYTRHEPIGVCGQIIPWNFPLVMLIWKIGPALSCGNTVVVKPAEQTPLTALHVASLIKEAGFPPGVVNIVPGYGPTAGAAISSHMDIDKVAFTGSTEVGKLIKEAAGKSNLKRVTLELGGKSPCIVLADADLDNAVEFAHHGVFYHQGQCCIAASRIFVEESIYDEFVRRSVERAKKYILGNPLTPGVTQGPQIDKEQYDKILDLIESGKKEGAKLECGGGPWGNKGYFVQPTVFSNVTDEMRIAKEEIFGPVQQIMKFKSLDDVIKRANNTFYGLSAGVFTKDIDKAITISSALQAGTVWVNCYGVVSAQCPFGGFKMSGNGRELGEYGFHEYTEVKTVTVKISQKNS
GAA inh = blocks human lysosomal alpha-glucosidase | Potency, µM (doses to about 76.9 µM), for the others: at the highest dose activity change, negative = inhibition, hits mostly inhibitors | 200,000 compounds, 0.005% hits | purified human GAA, 4-MU-alpha-glucoside fluorescence | P10253;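 also: plate controls were uninhibited enzyme wells for no effect and no-enzyme background for full effect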
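Compounds are titrated up to 77 uM against 4 nM human enzyme. Substrate 4-methylumbelliferyl-alpha-D-pyranoside (400 uM) reacts 20 min at room temperature in pH 5.0 buffer; liberated 4-methylumbelliferone is read at 440 nm.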
NPSR antagonist = neuropeptide S receptor (human) antagonism, cAMP; 220,000 compounds, 1% hits; CHO-NPSR cells, cAMP TR-FRET, antagonist mode; Potency, µM (series often up to 38.3 µM), without a hit: top-dose activity change, negative = inhibition, most hits filed as inhibitors; also: % is scaled to controls: 0 for no effect and ±100 for the full control effect; nearly all actives have a fitted effect of over 50% in size; many of its hits are not listed in these tables
aGal spleen mod = alpha-galactosidase A (human) modulation; P06280; human spleen homogenate, 4MU-alpha-Gal fluorescence, 40 min; Potency, µM (titrated, usually from 80 µM), inactives show top-dose activity change, negative = inhibition, usual class: inhibitors; 240,000 compounds, 0.008% hits; AID 2107;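 also: 0% = enzyme with vehicle and -100% = no enzyme basal signal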
Target sequence (P06280 32-429 limits assumed): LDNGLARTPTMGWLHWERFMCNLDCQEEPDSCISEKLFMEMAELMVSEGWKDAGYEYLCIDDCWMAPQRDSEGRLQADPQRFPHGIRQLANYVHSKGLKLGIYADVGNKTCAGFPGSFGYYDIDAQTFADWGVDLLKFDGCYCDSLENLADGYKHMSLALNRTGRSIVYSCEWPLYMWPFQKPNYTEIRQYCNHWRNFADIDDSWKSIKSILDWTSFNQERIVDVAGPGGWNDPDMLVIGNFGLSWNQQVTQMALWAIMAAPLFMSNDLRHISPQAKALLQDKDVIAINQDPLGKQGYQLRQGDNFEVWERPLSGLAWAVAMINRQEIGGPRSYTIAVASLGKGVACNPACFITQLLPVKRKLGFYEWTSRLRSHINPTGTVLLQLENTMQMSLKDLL
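qHTS titration in buffer at pH 5.0. Alpha-galactosidase activity in spleen homogenate was measured via 4-methylumbelliferone release from 1 mM fluorogenic substrate after 40 min at 37C and a pH 10 stop. AC50 came from Hill fits of control-normalized data.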
GAA glycogen mod = alters human alpha-glucosidase cleavage of glycogen; recombinant GAA, glycogen substrate, Amplex Red glucose oxidase fluorescence; P10253; AID 2100; 300,000 compounds, 0.38% hits; Potency, µM (titrated, usually from 76.4 µM), for inactives: at the top dose activity change, negative = inhibition, actives largely listed as inhibitors;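 also: 0% = full enzyme reaction and -100% = no-enzyme basal signal; the screen sought inhibitors and activators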
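Recombinant human enzyme (4 nM); glycogen substrate; 37 C, 40 min, pH 5.0. Readout: coupled glucose oxidase/Amplex Red fluorescence.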
GAA spleen mod = lysosomal alpha-glucosidase (human) modulation. 240,000 compounds, 0.006% hits. Potency, µM (series often up to 79.9 µM), for the others: at the highest dose activity change, negative = inhibition, hits mostly inhibitors. human spleen homogenate, 4-MU-alpha-glucoside fluorescence. AID 2112. P10253;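 also: 0% = enzyme with vehicle and -100% = no enzyme basal signal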
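Human spleen homogenate (1 ug) with 4-methylumbelliferyl-alpha-D-glucopyranoside (1 mM final) in 50 mM citrate/phosphate pH 5.0, 0.01% Tween-20; 40 min at 37 C. Stopped at pH 10; 4-MU fluorescence Ex 365/Em 440 nm; AC50 by Hill fit.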
* hit, by the source's call; ? = inconclusive; / = not tested or not shown; [ ] = another dose, or the depositor's remark. Unless noted, calls follow the shape of the dose curve; as a rule, active = well fitted curve in the direction sought with a large enough effect; inconclusive = small, poorly fitted or top-dose-only effect, or another doubt; inactive = no such curve, though single readings can be large; an effect the other way counts as inactive or inconclusive. Potency is read from the fitted curve at half-maximal effect. This is a subset; rates above refer to the full screens.

(1) Cc1cc(C)c2nc(NC(=O)[C@@H](NC(=O)c3cccc(S(=O)(=O)N4CCOCC4)c3)C(C)C)sc2c1
(2) CCCN(CCC)S(=O)(=O)c1cc(Br)cc2c1N(C(=O)CC)CC2
(3) CCN(C(=O)CSc1nc2nc(C)cc(C)n2n1)C1CCS(=O)(=O)C1 (stereo unspecified)
(4) COc1ccc(/C=N/NC(=O)c2ccc(Br)cc2)cc1Cn1cc(Cl)cn1
(5) Nc1cccnc1Oc1ccc(F)cc1
(6) Cc1nc(-c2ccc(S(=O)(=O)NCc3cccnc3)s2)cs1
Assay by compound	1	2	3	4	5	6
Tau fluor cs	-0.5%	-8.0%	0.6%	5.4%	-10.8%	-15.5%
Epigenetic reg	?	0.0%	-1.7%	1.3%	-0.3%	2.4%
ALDH1A1 block	0.1%	-0.2%	1.9%	?	9.4%	/
GAA inh	4.4%	-8.2%	-2.9%	11.1%	-7.5%	/
NPSR antagonist	-20.2%	-19.3%[46.1 µM]	17.2%	3.9%[46.1 µM]	-9.4%	8.9%
aGal spleen mod	2.9%	3.0%	7.5%	-1.4%	-0.3%	-9.8%
GAA glycogen mod	-2.3%	2.1%	7.4%	-2.9%	-6.6%	2.7%
GAA spleen mod	6.3%	-3.5%	-0.8%	-18.7%	5.7%	1.5%

(7) C=C(C)COc1ccc(-c2[nH]ncc2-c2ccccc2OC)c(O)c1
(8) O=C(O)/C=C\C(=O)NCc1ccccc1
(9) COC(=O)c1[nH]c2cccc(OC)c2c1NC(=O)CN1CC2(C)CC1CC(C)(C)C2 (stereo unspecified)
(10) CCOc1ccccc1NC(=O)CN(c1cc(C)cc(C)c1)S(=O)(=O)c1c(C)noc1C
(11) CCCC(=O)N1c2ccc(-c3csc(N)n3)cc2CC1C (stereo unspecified)
(12) O=C1NC2=C(CCc3ccccc32)C(c2ccc(Br)cc2)N1 (stereo unspecified)
Assay by compound	7	8	9	10	11	12
Tau fluor cs	15.8µM*[quencher]	10.0%	-4.0%	-2.1%	-7.2%	-12.2%
Epigenetic reg	0.1%	5.1%	-6.9%	0.7%	1.5%	-1.9%
ALDH1A1 block	25.1µM*	?	6.0%	?	?	?
GAA inh	?	0.8%	0.2%	1.2%[15.4 µM]	-0.8%	10.9%
NPSR antagonist	?	2.1%[46.1 µM]	-6.9%[46.1 µM]	-24.5%[46.1 µM]	-20.2%[46.1 µM]	-21.3%[46.1 µM]
aGal spleen mod	9.5%	3.9%	-5.3%	13.8%	-4.9%	7.4%
GAA glycogen mod	-11.8%	-16.7%	-7.9%	-7.1%	-12.9%	-12.6%
GAA spleen mod	1.9%	-3.3%	-7.5%	11.1%	-4.2%	-12.4%

(13) C=CCNC(=S)Nc1ccc(OC)c(S(=O)(=O)N2CCOCC2)c1
(14) Cc1nc(C)c(C(=O)Nc2ccc(C)c(F)c2)o1
(15) CC(C)(C)C1CCC(=NNC(=O)CN(c2ccccc2)S(=O)(=O)c2ccccc2[N+](=O)[O-])CC1 (stereo unspecified)
(16) O=C(COC(=O)c1cccc(S(=O)(=O)N2CCc3ccccc3C2)c1)NCc1ccco1
(17) COc1ccc(N(CN2C(=O)C3C4C=CC(C4)C3C2=O)C(=O)c2ccco2)cc1 (stereo unspecified)
(18) Cc1ccc(S(=O)(=O)Nn2c(C)nnc2-n2nc(C)cc2C)cc1
Assay by compound	13	14	15	16	17	18
Tau fluor cs	13.6%	-0.2%	?	-7.2%	-16.5%	-0.8%
Epigenetic reg	0.4%	0.0%	-1.0%	-1.0%	-1.1%	0.9%
ALDH1A1 block	-8.7%	?	10µM*	?	18.2%	4.3%
GAA inh	-1.9%	-4.2%	-4.4%	-13.7%	-7.9%[15.4 µM]	-7.4%
NPSR antagonist	3.8%	-11.6%[46.1 µM]	3.8%	-7.1%[46.1 µM]	-3.3%[46.1 µM]	-24.6%[46.1 µM]
aGal spleen mod	9.6%	-2.1%	-7.7%	0.3%	8.2%	2.6%
GAA glycogen mod	0.9%	8.8%	6.4%	1.8%	1.4%	10.8%
GAA spleen mod	2.3%	-2.6%	-3.5%	4.4%	4.5%	-4.1%

(19) Oc1ccc(C=NC2CCCCC2)c(O)c1
(20) O=c1/c(=C\c2ccc(O)cc2)sc2n1C(c1ccccc1)C(c1ccccc1)=NN=2 (stereo unspecified)
(21) O=C(NCc1ccccc1)c1nc2c(nnn2Cc2cccc(Cl)c2)c(=O)[nH]1
(22) O=C(Cn1c(=O)c(=O)n(Cc2ccccc2)c2ccc(Cl)cc21)NCC1CCCO1 (stereo unspecified)
(23) CC1CCN(C(=O)c2ccc3c(c2NCCO)C(=O)c2ccccc2C3=O)CC1
(24) COC(=O)CC1C(=O)NCCN1C(=O)CSc1nnc(Nc2ccc(OC)cc2)s1 (stereo unspecified)
Assay by compound	19	20	21	22	23	24
Tau fluor cs	-20.5%	?	1.8%	0.4%	?	-7.3%
Epigenetic reg	0.0%	3.1%	0.0%	-0.5%	-1.0%	-1.0%
ALDH1A1 block	?	8.91µM*	14.8%	?	?	25.1µM*
GAA inh	/	?	9.9%	-0.4%	-2.5%	14.9%
NPSR antagonist	1.6%	-29.6%[46.1 µM]	-25.8%[46.1 µM]	-0.9%	-16.3%[46.1 µM]	-3.3%[46.1 µM]
aGal spleen mod	-3.3%	1.4%	2.3%	-3.1%	-4.0%	16.4%
GAA glycogen mod	-9.0%	0.3%	3.3%	-6.4%	-8.8%	-11.2%
GAA spleen mod	-16.0%	-10.9%	2.3%	-14.3%	-5.0%	6.3%

Entries listed above marked active in ALDH1A1 block:
cpd | SMILES | Epigenetic reg | ALDH1A1 block | GAA inh | NPSR antagonist | GAA glycogen mod | GAA spleen mod
7 | C=C(C)COc1ccc(-c2[nH]ncc2-c2ccccc2OC)c(O)c1 | 0.1% | 25.1µM* | ? | ? | -11.8% | 1.9%
15 | CC(C)(C)C1CCC(=NNC(=O)CN(c2ccccc2)S(=O)(=O)c2ccccc2[N+](=O)[O-])CC1 (stereo unspecified) | -1.0% | 10µM* | -4.4% | 3.8% | 6.4% | -3.5%
20 | O=c1/c(=C\c2ccc(O)cc2)sc2n1C(c1ccccc1)C(c1ccccc1)=NN=2 (stereo unspecified) | 3.1% | 8.91µM* | ? | -29.6%[46.1 µM] | 0.3% | -10.9%
24 | COC(=O)CC1C(=O)NCCN1C(=O)CSc1nnc(Nc2ccc(OC)cc2)s1 (stereo unspecified) | -1.0% | 25.1µM* | 14.9% | -3.3%[46.1 µM] | -11.2% | 6.3%

Next entries follow:
(25) CC(=O)Nc1ccc(S(=O)(=O)N2CCC(NC(C)=O)(c3cccc(F)c3)CC2)cc1
(26) CC(C)C(NC(=O)CN(c1cccc(F)c1)S(C)(=O)=O)C(C)C
(27) Cc1nc(C)c(-c2ccn(C(=O)NC(C)C)n2)s1
(28) COC(=O)CCC(=O)NC(=S)Nc1ccccc1F
(29) CCOC(=O)c1ccc(N/C=C/C(=O)c2ccccc2)cc1
(30) COc1cc(NC(=S)Nc2cccnc2)cc(OC)c1OC
Assay by compound	25	26	27	28	29	30
Tau fluor cs	7.2%	-1.9%	-2.2%	6.5%	12.1%[2.34 µM]	-14.5%
Epigenetic reg	-0.4%	-1.2%	-1.0%	0.1%	2.3%	-0.4%
ALDH1A1 block	0.5%	35.5µM*	/	0.2%	-8.3%	-10.9%
GAA inh	?	1.0%	/	-2.9%	11.6%	-8.0%
NPSR antagonist	-11.6%[46.1 µM]	-8.7%[46.1 µM]	-3.3%	9.2%	-0.3%	-0.1%[46.1 µM]
aGal spleen mod	2.3%	1.3%	-4.2%	2.3%	-6.4%	0.7%
GAA glycogen mod	3.4%	5.6%	2.1%	-12.0%	-15.8%	-0.9%
GAA spleen mod	-7.9%	7.9%	-1.8%	-19.2%	-11.4%	-1.2%

(31) CC(=O)NS(=O)(=O)c1ccc(NC(=O)C2c3ccccc3Oc3ccccc32)cc1
(32) COc1ccc2c(c1OC)C(=O)N(C(C)C(=O)O)C2=O (stereo unspecified)
(33) Cc1c(-c2nc(-c3ccc(C(C)(C)C)cc3)no2)n(C)oc1=O
(34) CCCCCCN=C(C)C1=C(O)C(C(=O)OC)C(C)(C)CC1=O (stereo unspecified)
(35) COC(=O)CSc1nnc(CNC(=O)c2ccccc2F)n1-c1ccccc1
(36) CCc1nccn1C(=O)c1cnn2c(C(F)F)cc(-c3ccc(C)cc3)nc12
Assay by compound	31	32	33	34	35	36
Tau fluor cs	-4.8%	1.2%	-16.8%	-15.5%	5.8%	-9.4%
Epigenetic reg	-1.1%	-1.3%	3.0%	1.4%	1.7%	-0.9%
ALDH1A1 block	13.0%	0.5%	/	-1.4%	2.1%	?
GAA inh	?	2.1%	/	-3.4%	2.0%	2.8%
NPSR antagonist	18.4%	4.3%[46.1 µM]	-14.2%	-5.9%[46.1 µM]	21.1%	-5.6%[46.1 µM]
aGal spleen mod	-1.5%	7.0%	-0.3%	-0.5%	3.8%	1.7%
GAA glycogen mod	11.9%	-1.3%	-9.7%	-6.8%	3.6%	-3.6%
GAA spleen mod	-5.0%	-23.4%	2.5%	7.0%	0.6%	-7.8%

(37) O=C(Nc1cccc(S(=O)(=O)NC2=NCCC2)c1)C1CCC1
(38) O=C(O)CCCNC1=NCCC1
(39) Cc1ccc(SCc2c(C(=O)N/N=C/c3ccccc3)nnn2-c2nonc2N)cc1
(40) COc1ccc(CNC(=O)C/C(C)=N/NC(=O)Cc2ccc(OC)cc2)cc1
(41) COc1ccccc1-n1c(SCC(N)=O)nnc1-c1ccccc1
(42) CCc1nnc(NC(=O)c2cccc(S(=O)(=O)N3CC(c4ccccc4)CC3=O)c2)s1 (stereo unspecified)
(43) COc1ccc(OCC(O)CNC(=O)Nc2cc(F)ccc2C)cc1 (stereo unspecified)
Assay by compound	37	38	39	40	41	42	43
Tau fluor cs	0.6%	4.1%	?	1.1%	-1.3%	-24.1%	-4.6%
Epigenetic reg	-1.4%	1.5%	0.7%	1.0%	0.9%	0.0%	0.4%
ALDH1A1 block	7.3%	2.8%	/	0.2%	14.3%	9.9%	5.2%
GAA inh	3.3%	2.2%	/	3.4%	3.7%	?	0.3%[15.4 µM]
NPSR antagonist	11.9%	-2.1%[46.1 µM]	?	21.1%	1.6%[46.1 µM]	-16.3%[46.1 µM]	-10.7%
aGal spleen mod	-0.8%	-26.0%	3.3%	-12.1%	8.1%	1.2%	3.5%
GAA glycogen mod	0.2%	4.5%	4.1%	3.7%	-3.6%	4.2%	4.0%
GAA spleen mod	2.6%	0.1%	5.0%	-2.7%	-0.2%	-1.3%	-2.0%

From PubChem
